Screening data (PubChem BioAssay)
GRIN3A LBD mod = modulators (binders) of human NR3A ligand-binding domain; NR3A LBD differential scanning fluorimetry, Tm shift; 0% = protein alone, 100% = glycine-bound protein; Tm shift relative to glycine control, % at 25 µM; 340,000 compounds, 2.5% hits; AID 1259313;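 active = melting temperature shift of at least 10% of the positive control shift, at one fixed dose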
CHOP UPR activ = apoptotic UPR (CHOP) activation; CHO-CHOP luciferase reporter, luminescence; percent of tunicamycin response over DMSO baseline; activation, % at 10 µM; 330,000 compounds, 0.34% hits;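 active = at 10 µM dose, activation of 40% or more, normalized to positive control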;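 also: 100% = tunicamycin at 10 µg/mL and 0% = DMSO alone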
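Test system: CHO CHOP reporter cells. Input: 500 CHO-CHOP cells per well. Medium: F12 with 10% FBS. Technique: luciferase luminescence. Measure: percent activation relative to tunicamycin control. Dosing: 10 µM compound, 0.5% DMSO. Timing: 16-18 h cell attachment, then 6 h compound exposure, 37 °C.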
tim23-1 inh = inhibits growth of tim23-1 mutant yeast; 330,000 compounds, 1.3% hits; S. cerevisiae tim23-1 growth, BacTiter-Glo luminescence, 24 h; inhibition, % at 20 µM; AID 463212;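 active = growth inhibition of the mutant yeast at or above 50%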;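 also: temperature-sensitive mutant grown at 25 °C; plate controls were DMSO-treated mutant yeast for no effect and medium wells lacking yeast for full effect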
UPR XBP1 act = activators of adaptive arm of unfolded protein response (XBP1); activation, % at 20 µM; 330,000 compounds, 0.33% hits; CHO-XBP1 luciferase reporter, IRE1-XBP1 UPR activation, luminescence; percent of tunicamycin response, DMSO as zero;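 active = versus positive control, 20 µM dose yields 30% or more activation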;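 also: 100% = tunicamycin at 10 µg/mL and 0% = DMSO only wells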
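Material: CHO-XBP1 cells stably carrying IRE1-XBP1-driven luciferase reporter | Medium: F12 with 10% serum | Compound dosing: 20 µM single concentration, DMSO 1% | Incubation: Overnight seeding at 37 °C, 6 h compound treatment at 37 °C | Detection: Steady-Glo luminescence read | Read-out basis: % activation of reporter signal versus tunicamycin and DMSO controls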
TIM10 inh = inhibits growth of TIM10 yeast strain; S. cerevisiae TIM10 strain growth, BacTiter-Glo luminescence, 24 h; inhibition, % at 10 µM; 330,000 compounds, 1.4% hits;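 active = inhibition of 40% or more at the single tested concentration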;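 also: wild-type TIM10 isogenic control strain grown at permissive 25 °C; 0% = DMSO yeast wells and 100% = minimal medium wells without yeast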
NALP3 yeast inh = NALP3 inhibition in yeast | Yeast reconstituted NLRP3/ASC/caspase-1, beta-gal luminescence, 24 h | inhibition, % at 10 µM | 330,000 compounds, 0.39% hits | AID 2825;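 active = inhibition of 50% or more; inactive = inhibition below 50%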;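 also: plate controls were induced DMSO wells for no effect and uninduced yeast grown without galactose for full effect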
Mdm2 MdmX PPI = human Mdm2/MdmX binding inhibition; O15151+Q00987; SaOS-2 split-luciferase Mdm2/MdmX complementation, luminescence; inhibition, % at 8 µM; 330,000 compounds, 3% hits; AID 485346;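 active = inhibition of at least 50% at 8 µM in the primary screen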
APJ ag = APJ receptor agonism; CHO-K1 APJ PathHunter beta-arrestin, luminescence; 0% DMSO wells, 100% apelin; activation, % at 20 µM; 330,000 compounds, 0.11% hits; P35414;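 active = activation more than six SD over the plate average, tested at 20 µM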;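 also: 0% = DMSO alone and 100% = apelin-13 at 10 nM; some results filed as inactive read as strong as hits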
Target sequence (P35414 whole entry, looked up): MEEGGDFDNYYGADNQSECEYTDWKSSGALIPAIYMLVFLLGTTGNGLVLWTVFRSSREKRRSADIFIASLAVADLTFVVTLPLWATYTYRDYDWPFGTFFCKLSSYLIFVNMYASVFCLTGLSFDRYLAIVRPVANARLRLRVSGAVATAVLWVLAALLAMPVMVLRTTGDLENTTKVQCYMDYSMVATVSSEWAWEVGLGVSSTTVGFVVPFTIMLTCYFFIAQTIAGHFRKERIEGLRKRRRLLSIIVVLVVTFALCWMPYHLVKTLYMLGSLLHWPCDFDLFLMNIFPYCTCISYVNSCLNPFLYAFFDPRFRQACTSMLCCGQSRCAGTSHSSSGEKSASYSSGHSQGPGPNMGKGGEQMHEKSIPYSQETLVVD
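Test system: CHO-K1 APJ beta-arrestin complementation cell line. Amount: cell density 1000 per well. Controls: DMSO negative, 10 nM Apelin-13 positive. Signal: luminescent beta-gal fragment complementation, chemiluminescent substrate. Read-out basis: agonist-driven arrestin binding to APJ. Timing: compound stimulation 90 min at 25 °C, detection 60 min.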
tim10-1 inh = growth inhibitors of tim10-1 mutant yeast; S. cerevisiae tim10-1 ts strain growth, BacTiter-Glo, 24 h; inhibition, % at 20 µM; 330,000 compounds, 2.2% hits;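 active = inhibition of at least 40%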;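 also: mutant grown at 25 °C; 0% = DMSO wells with yeast and 100% = wells holding no yeast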
The depositor's hits bear a star; x = no result given. Rows were taken by chance, and some 8.2% of all compounds hit somewhere here.

Field names – A = GRIN3A LBD mod; B = CHOP UPR activ; C = tim23-1 inh; D = UPR XBP1 act; E = TIM10 inh; F = NALP3 yeast inh; G = Mdm2 MdmX PPI; H = APJ ag; I = tim10-1 inh
1: Cc1nc(-c2ccc(Cl)cc2)sc1C1(C)CC(c2ccc(F)cc2)=NO1 (stereo not drawn)
  A: -4	B: 2.1	C: -6	D: 0	E: -14	F: 13	G: 1	H: -3	I: -20
2: CCOc1ccc(/C=N/NC(=O)C(C)Sc2ccccn2)cc1OCC (stereo not drawn)
  A: -6	B: -1.5	C: 3	D: -1	E: 12	F: 10	G: 9	H: -2	I: 20
3: COc1ccc(/C=N/NC(=O)c2cc3c(ccc4ccccc43)o2)cc1OC
  A: 20*	B: 4.0	C: 17	D: -1	E: -1	F: 14	G: 12	H: 11	I: -7
4: COc1cccc(CNC(=O)COC(=O)c2cccc(S(=O)(=O)N3CCCC3)c2)c1
  A: 1	B: 0.6	C: 11	D: 1	E: -11	F: 35	G: 18	H: -5	I: -8
5: O=C(NC1CCSc2ccccc21)c1cc([N+](=O)[O-])ccc1N1CCOCC1 (stereo not drawn)
  A: -2	B: 1.0	C: -63	D: -1	E: -91	F: 22	G: -2	H: 4	I: -37
6: CCOC(=O)COc1nc(-c2ccc(C)cc2)cc(-c2ccco2)c1C#N
  A: 0	B: 2.2	C: -8	D: 3	E: -6	F: -3	G: 18	H: -2	I: -12
7: N#CC[C@H](Cc1ccccc1)N1CC[C@@H](O)CCC1=O
  A: -1	B: -0.4	C: 10	D: 0	E: 15	F: 6	G: -24	H: 3	I: 4
8: CC(C)c1nc2oc3c(N(C)CCO)ncnc3c2c2c1CCC2
  A: 0	B: 1.1	C: 16	D: 10	E: -2	F: 18	G: -14	H: 2	I: 21
9: CCc1ccc(C2CC(c3ccc(Cl)cc3)=NNC2=O)cc1 (stereo not drawn)
  A: 0	B: 1.4	C: 32	D: -1	E: 9	F: 19	G: 10	H: -1	I: 31
10: O=C(N=C1SC2CS(=O)(=O)CC2N1c1ccccc1)C1CCCCC1 (stereo not drawn)
  A: -1	B: 0.9	C: -15	D: -4	E: 5	F: -14	G: 12	H: -3	I: 0

Additional compounds follow:
Field names – A = GRIN3A LBD mod; B = CHOP UPR activ; C = tim23-1 inh; D = UPR XBP1 act; E = TIM10 inh; F = NALP3 yeast inh; G = Mdm2 MdmX PPI; H = APJ ag; I = tim10-1 inh
11: CCCN(CCC)c1ncnc2nc[nH]c12
  A: -1	B: -2.8	C: 25	D: 0	E: 3	F: 9	G: 72*	H: 2	I: 45*
12: Cc1ccc(S(=O)(=O)CNC(=S)c2cccc(C)c2)cc1
  A: 1	B: 1.0	C: 25	D: -2	E: 23	F: 5	G: 10	H: -4	I: 34
13: CC(=O)Nc1ccc(NC(=O)c2cc([N+](=O)[O-])cc([N+](=O)[O-])c2)cc1
  A: -1	B: 0.3	C: 14	D: 1	E: 2	F: 25	G: -11	H: 12	I: -1
14: Cc1noc(NS(=O)(=O)c2ccc(NC(=O)CCC3CCCCC3)cc2)c1C
  A: -7	B: 0.6	C: 9	D: 0	E: 5	F: 12	G: -24	H: 3	I: 15
15: CNC(=O)/C(C#N)=C/c1ccc(-c2ccc(Cl)cc2)o1
  A: -16	B: 3.1	C: 13	D: 11	E: 25	F: 17	G: -16	H: -2	I: 39
16: COC(=O)c1c[nH]n2c(=O)c(Cc3ccc(F)cc3Cl)c(C)nc12
  A: 0	B: -2.4	C: 25	D: 0	E: 10	F: -2	G: -16	H: 0	I: 30
17: CSCCC(NC(N)=O)C(=O)Nc1ccc(C)cc1 (stereo not drawn)
  A: -2	B: 0.0	C: 7	D: -2	E: -4	F: 13	G: 5	H: -1	I: -12
18: CC(C)(C)OC(=O)N1CCC(NC(=O)c2[nH]cnc2C(=O)Nc2ccccc2)CC1
  A: -11	B: 2.7	C: 31	D: -2	E: 23	F: -100	G: -12	H: -1	I: 22
19: COc1ccc2nc(NCCCNC(=O)c3cc(OC)c(OC)c(OC)c3)c(C#N)cc2c1
  A: -3	B: 1.5	C: 21	D: 3	E: -17	F: 6	G: 18	H: 4	I: 27
20: COc1ccc(CCNC2CC(=O)N(CCc3ccccc3)C2=O)cc1 (stereo not drawn)
  A: 1	B: -0.7	C: 3	D: 1	E: 13	F: 8	G: 18	H: -1	I: -3

A different layout for some results above:
| cpd | Molecule | GRIN3A LBD mod | CHOP UPR activ | tim23-1 inh | UPR XBP1 act | TIM10 inh | NALP3 yeast inh | Mdm2 MdmX PPI | APJ ag | tim10-1 inh |
| --- | --- | --- | --- | --- | --- | --- | --- | --- | --- | --- |
| 10 | O=C(N=C1SC2CS(=O)(=O)CC2N1c1ccccc1)C1CCCCC1 (stereo not drawn) | -1 | 0.9 | -15 | -4 | 5 | -14 | 12 | -3 | 0 |
| 11 | CCCN(CCC)c1ncnc2nc[nH]c12 | -1 | -2.8 | 25 | 0 | 3 | 9 | 72* | 2 | 45* |
| 12 | Cc1ccc(S(=O)(=O)CNC(=S)c2cccc(C)c2)cc1 | 1 | 1.0 | 25 | -2 | 23 | 5 | 10 | -4 | 34 |
| 13 | CC(=O)Nc1ccc(NC(=O)c2cc([N+](=O)[O-])cc([N+](=O)[O-])c2)cc1 | -1 | 0.3 | 14 | 1 | 2 | 25 | -11 | 12 | -1 |
| 14 | Cc1noc(NS(=O)(=O)c2ccc(NC(=O)CCC3CCCCC3)cc2)c1C | -7 | 0.6 | 9 | 0 | 5 | 12 | -24 | 3 | 15 |

The results go on:
Field names – A = GRIN3A LBD mod; B = CHOP UPR activ; C = tim23-1 inh; D = UPR XBP1 act; E = TIM10 inh; F = NALP3 yeast inh; G = Mdm2 MdmX PPI; H = APJ ag; I = tim10-1 inh
21: CCC(C)NC(=O)CSc1n[nH]c(-c2cc(Cl)ccc2OC)n1 (stereo not drawn)
  A: -3	B: 1.8	C: 10	D: 1	E: 16	F: 4	G: 3	H: 3	I: 18
22: COc1cc(NC(=O)CN2CCN(c3ccccn3)CC2)cc(OC)c1OC
  A: -2	B: -0.9	C: 15	D: 0	E: -5	F: 3	G: 14	H: -5	I: -1
23: CN(c1ccccc1)c1nc(N)c([N+](=O)[O-])c(Nc2ccccc2F)n1
  A: 0	B: 2.1	C: 33	D: 0	E: -1	F: 30	G: 14	H: -2	I: 28
24: COc1cccc(NS(=O)(=O)c2ccc(Br)s2)c1
  A: -6	B: -0.6	C: 9	D: -1	E: -13	F: 53*	G: -10	H: -2	I: 22
25: CSc1ncccc1C(=O)OCC(=O)NC12CC3CC(CC(C3)C1)C2
  A: 2	B: 0.4	C: 38	D: -4	E: 11	F: 27	G: 26	H: -2	I: 8
26: COc1cc2c(cc1OC)CN(C(=O)COc1ccc(C)c(C)c1)CC2
  A: 0	B: -1.5	C: 9	D: -3	E: 6	F: 11	G: 23	H: -2	I: 18
27: CC(C)(C)C(=O)/C(C#N)=C/c1cccs1
  A: 1	B: -0.4	C: 18	D: -2	E: -24	F: 19	G: -11	H: 3	I: -10
28: C=C(C)C(=O)Nc1cccc(C2=NOC3(C2)C[C@H](C(N)=O)N(C(=O)C(c2ccccc2)c2ccccc2)C3)c1 (stereo partly drawn)
  A: -2	B: 0.8	C: -11	D: -1	E: -2	F: 8	G: 16	H: 4	I: -3
29: C#CCOCCOCCOCCNc1nc(N2CCN(C(=O)[C@H](CCCCN)n3cc(CN)nn3)CC2)nc(N2CCN(C(=O)[C@H](CCC(=O)O)n3cc(CN)nn3)CC2)n1
  A: 1	B: -2.6	C: 6	D: -2	E: 6	F: 11	G: 14	H: -1	I: -4
30: Cc1ccc(C(C)C)c(OCC(=O)NC(=S)Nc2ccccc2N2CCOCC2)c1
  A: -1	B: 0.9	C: 17	D: 0	E: 11	F: 2	G: 40	H: 4	I: 13

Other compounds.
Field names – A = GRIN3A LBD mod; B = CHOP UPR activ; C = tim23-1 inh; D = UPR XBP1 act; E = TIM10 inh; F = NALP3 yeast inh; G = Mdm2 MdmX PPI; H = APJ ag; I = tim10-1 inh
31: CC1CCN(C(=O)CSc2nc3c(c(=O)n2C)SC(C)C3)CC1 (stereo not drawn)
  A: 1	B: -1.8	C: 21	D: -2	E: 15	F: 6	G: -3	H: 4	I: 16
32: Cc1ccc(C2C(C(=O)c3cccs3)=C(O)C(=O)N2CCN2CCOCC2)o1 (stereo not drawn)
  A: 1	B: 1.4	C: 4	D: 0	E: 6	F: -21	G: -4	H: -6	I: 5
33: CS(=O)(=O)N(CC(=O)Nc1ccccc1-c1ccccc1)c1ccccc1
  A: 0	B: -0.4	C: 13	D: 0	E: -2	F: 17	G: 23	H: -1	I: 13
34: Cc1ccc(S(=O)(=O)N(C)CCCC(=O)N2CCN(C=O)CC2)cc1
  A: 2	B: 0.0	C: -1	D: -2	E: -12	F: 3	G: 10	H: -5	I: 3
35: COc1cc(OC)nc(Oc2ccccc2C(=O)Oc2ccccc2Cl)n1
  A: -2	B: 2.4	C: 39	D: 0	E: 35	F: -3	G: -6	H: 4	I: 33
36: O/N=C1\CC/C(=N\O)c2nn(-c3ccc(Cl)cc3Cl)nc21
  A: 2	B: 0.0	C: -6	D: 0	E: -1	F: 16	G: 30	H: 4	I: -26
37: O=C(CN1C(=O)CC(c2ccco2)Sc2ccccc21)NC1CCCCC1 (stereo not drawn)
  A: -1	B: -0.5	C: 29	D: -2	E: 21	F: 1	G: 10	H: -1	I: 37
38: Cc1snc(S(=O)(=O)Cc2c(Cl)cccc2Cl)c1C#N
  A: 0	B: -2.6	C: 16	D: 1	E: 12	F: 18	G: 9	H: -3	I: 18
39: COC(=O)c1c(-c2ccc3ccccc3c2)csc1NC(=O)Cc1ccc(OC)c(OC)c1
  A: -4	B: 3.0	C: 14	D: 1	E: 15	F: 17	G: 55*	H: 3	I: 10
40: O=C1COc2ccc(C(=O)COC(=O)c3ccccc3F)cc2N1
  A: 0	B: 4.5	C: 10	D: 1	E: 8	F: 2	G: 30	H: -2	I: 4
41: CN(C)C(=O)CCc1ccc2c3c([nH]c2c1)[C@]1(CCc2ccccc2)[C@@H](C(=O)N2CCCCC2)C[C@H](CC(=O)NCCc2ccccn2)C(=O)N1CC3
  A: -1	B: 1.7	C: 30	D: 2	E: -2	F: x	G: 34	H: x	I: 14
42: CCN(CCn1cccn1)C(=O)CCc1nnc(-c2ccccc2)o1
  A: -1	B: 2.6	C: -8	D: 3	E: -3	F: 9	G: -7	H: -1	I: 12
43: CSc1ccccc1NS(=O)(=O)c1ccccc1
  A: 1	B: 2.3	C: 2	D: -1	E: 13	F: -70	G: -3	H: -5	I: 35
